Assay outcomes: PubChem BioAssay, Broad Institute
esBAF inh: SWI/SNF esBAF complex inhibition | mouse ES cells, Bmi1-luciferase knock-in reporter, 24 h; 100% = twice the neutral-well signal | AID 602393 | reporter increase, % at 12.5 µM | 350,000 tested, 2% active; in the data active means activation above about 40%;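 further: 0% = median of the plate's neutral control wells and 100% = double that signal; a rise in the Bmi1 reporter signal indicates esBAF inhibition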
Casp6 inh: blocks human caspase-6 cleavage activity. purified caspase-6, Z-VEID-R110 cleavage fluorescence. 350,000 tested, 0.53% active. inhibition, % at 12.5 µM. AID 686996. P55212;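 active means mean inhibition across replicates at least about 35%, with every replicate also reaching that limit, limit read from the data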;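 further: 0% = median of neutral control wells and 100% = no fluorescence left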
Target sequence (P55212 24-179 limits assumed): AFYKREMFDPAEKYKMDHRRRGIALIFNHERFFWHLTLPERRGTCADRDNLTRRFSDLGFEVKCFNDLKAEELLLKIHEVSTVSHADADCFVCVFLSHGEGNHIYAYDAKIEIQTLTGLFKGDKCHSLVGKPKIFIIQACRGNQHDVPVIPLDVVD
Target sequence (P55212 194-293 limits assumed): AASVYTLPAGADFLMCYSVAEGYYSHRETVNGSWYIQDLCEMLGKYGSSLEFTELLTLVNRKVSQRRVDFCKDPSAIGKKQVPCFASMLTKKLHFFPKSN
LGR2 inh: inhibitors of bursicon-induced Drosophila LGR2 receptor cAMP signaling. 380,000 tested, 0.35% active. HEK293 LGR2, CRE-luciferase, bursicon-stimulated, 4 h. AID 720647. inhibition, % at 9.99 µM;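 active means drop in luminescence signal, shown as inhibition above about 50% in the replicate tests, limit read from the data, passing the limit was not always enough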;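 further: agonist challenge used bursicon conditioned medium at about half maximal strength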
SIRT5 block: sirtuin-5 (human) deacylase inhibition; Q9NXA8; Purified SirT5, succinyl-peptide AMC, trypsin-coupled fluorescence; inhibition, % at 15 µM; 330,000 tested, 1.1% active; AID 652115; in the data active means inhibition above about 15%
Target sequence (Q9NXA8 whole entry, looked up): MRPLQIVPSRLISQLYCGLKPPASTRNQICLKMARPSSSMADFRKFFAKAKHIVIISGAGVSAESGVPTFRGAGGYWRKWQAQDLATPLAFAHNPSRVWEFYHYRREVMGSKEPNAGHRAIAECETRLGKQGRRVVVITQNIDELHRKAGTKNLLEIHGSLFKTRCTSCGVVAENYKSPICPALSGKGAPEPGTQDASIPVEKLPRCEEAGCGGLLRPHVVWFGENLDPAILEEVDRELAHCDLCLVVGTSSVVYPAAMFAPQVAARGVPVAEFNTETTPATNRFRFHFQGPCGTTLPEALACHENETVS
FN deposit inh: fibronectin deposition inhibition; AH1F fibroblasts, Alexa488-fibronectin deposition fluorescence, overnight; inhibition, % at 12.6 µM; 350,000 tested, 0.086% active;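 active means mean inhibition across replicates of 30% or more, regardless of how many single replicates reach that level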;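 further: positive control wells lacked labelled fibronectin entirely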
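Assay system: AH1F fibroblasts assembling fluorescent fibronectin matrix; Amount: 10000 AH1F cells per well; Buffer or medium: DMEM, 2% serum; Probe or stimulus: Alexa488-fibronectin, 24 nM final in well; Doses: single compound dose, delivered by pin transfer; Incubation: 1 h adhesion, overnight exposure; Measured by: fluorescence 485/525 nm; Read-out: fibronectin deposition inhibition.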
Statin myotox sup: protects C2C12 myotubes from simvastatin toxicity; ATP luminescence, 48 h; scaled: DMSO 0, geranylgeraniol control 100; AID 602340; rescue of ATP level, % at 7.49 µM; 330,000 tested, 0.78% active;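 active means mean ATP rescue above about 67%, or every replicate alone reaching that limit, limit read from the data, passing the limit was not always enough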;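 further: myotubes were challenged with 10 µM simvastatin during compound exposure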
S100A4 MyoIIA: S100A4-myosin IIA interaction inhibition | AID 652163 | 360,000 tested, 0.14% active | inhibition, % at 10.7 µM | S100A4/TAMRA-MyoIIA peptide fluorescence polarization;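 active means mean inhibition of at least 70% across replicates, with every replicate also reaching that level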
Target sequence (P26447 whole entry, looked up): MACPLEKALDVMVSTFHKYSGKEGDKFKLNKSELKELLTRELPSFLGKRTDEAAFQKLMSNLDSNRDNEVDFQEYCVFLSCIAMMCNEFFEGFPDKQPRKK
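System – human S100A4 monomer protein, biochemical binding assay · Buffer or medium – Calcium-containing HEPES buffer, pH 7.2 · Timing – 5 min between mix addition and reading · Also added – TAMRA-labelled myosin IIA heavy-chain peptide probe, 5 nM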
The depositor's hits bear a star; nt = not tested or not shown; & = joins results of further samples. This is a subset; rates above refer to the full screens.

SMILES	esBAF inh	Casp6 inh	LGR2 inh	SIRT5 block	FN deposit inh	Statin myotox sup	S100A4 MyoIIA
CC(NC(=O)COC(=O)CC(c1ccccc1)c1ccccc1)c1ccccc1 (configuration not stated)	nt	3	9	-1	-9	nt	4
O=C(Nc1cccc(C(=O)NC2CC2)c1)c1ccccc1	6	1	-5	-13	-14	-4	0
C[C@H](CO)N1C[C@H](C)[C@@H](CN(C)C(=O)c2ccccc2)OCCCC[C@H](C)Oc2ccc(NC(=O)CCCN(C)C)cc2C1=O	6	nt	-2	nt	3	-12	nt
N#CC1=C(N)Oc2n[nH]c(-c3ccc(F)cc3)c2C1c1cccnc1 (configuration not stated)	3	nt	6	nt	nt	22	nt
CCCCN(C)C(=O)Cn1cnc2sc(C)c(S(=O)(=O)N3CCN(c4ccccc4OC)CC3)c2c1=O	9	3	5	-1	5	-11	-1
CCCNC(=O)N(C)C[C@H]1Oc2ncc(Br)cc2C(=O)N([C@@H](C)CO)C[C@@H]1C	-2	-6	4	-6	10	27	nt
COc1ccc(CCNC(=O)c2cn(C)c3ccc(S(=O)(=O)N4CCOCC4)cc3c2=O)cc1OC	-1	9	-15	-2	-8	-10	-4
CCOC(=O)C1C(C(C)=O)=C(c2ccccc2)c2ccccc2N1S(=O)(=O)C(F)(F)F (configuration not stated)	-2	8	5	0	nt	1	-5
Cc1ccc(-n2c(C)nnc2SCC(=O)N2CCc3ccccc3C2)cc1	nt	-1	10	1	5	nt	-1
COCC#Cc1cnc2c(c1)C(=O)N([C@@H](C)CO)C[C@@H](C)[C@H](CN(C)C(=O)Nc1ccccc1F)O2	-9	-1	-3	-9	-6	13	0
Cc1c(-c2ccnc3cc(C(=O)O)nn23)cnn1C	nt	6	-3	-12	2	nt	5
C[C@H](CO)N1C[C@H](C)[C@@H](CN(C)C(=O)Nc2ccccc2)Oc2ccc(NC(=O)Cc3cn(C)c4ccccc34)cc2C1=O	5	2	nt	2	nt	10	-16
CN1CCN(S(=O)(=O)c2ccc(N(C)Cc3ccc(C(F)(F)F)cc3)c([N+](=O)[O-])c2)CC1	2	2	-2	1	0	-10	-2
O=C(NCC[C@@H]1CC[C@H](NC(=O)C2CC2)[C@@H](CO)O1)c1ccc(F)cc1	-2	-4	20	0	nt	2	-3
O=C(NCc1cccc(C(F)(F)F)c1)N1CCN(S(=O)(=O)c2ccccc2F)CC1	0	-1	-9	0	0	-9	-2
COc1ccc(NC(=O)Nc2ccc3c(c2)CC(=O)N([C@H](C)CO)C[C@H](C)[C@H](CN(C)Cc2ccc(C(=O)O)cc2)O3)cc1	0&3	-1&0	-3&7	-1	-17	-13&5	-3&-2
COc1cccc2c(SCC(=O)N/N=C/c3ccccc3)cc(C)nc12	nt	4	-5	nt	12	nt	-2
Cc1ccc(CNC(=O)c2ccc(CS(=O)Cc3ccccc3Cl)o2)cc1 (configuration not stated)	0	2	7	-4	2	-33	0
COc1cccc(NC(=O)Nc2nnc(Cc3ccccc3F)s2)c1	8	0	-9	2	2	18	3
CC(C)OC(=O)CC1C(=O)NCCN1C(=S)NC(=O)c1ccc(F)cc1 (configuration not stated)	2	-3	8	-5	-6	-10	4

Among those listed so far, 3 have a CF3 group:
SMILES	esBAF inh	Casp6 inh	LGR2 inh	SIRT5 block	FN deposit inh	Statin myotox sup	S100A4 MyoIIA
CCOC(=O)C1C(C(C)=O)=C(c2ccccc2)c2ccccc2N1S(=O)(=O)C(F)(F)F (configuration not stated)	-2	8	5	0	nt	1	-5
CN1CCN(S(=O)(=O)c2ccc(N(C)Cc3ccc(C(F)(F)F)cc3)c([N+](=O)[O-])c2)CC1	2	2	-2	1	0	-10	-2
O=C(NCc1cccc(C(F)(F)F)c1)N1CCN(S(=O)(=O)c2ccccc2F)CC1	0	-1	-9	0	0	-9	-2

Remaining list, next part:
SMILES	esBAF inh	Casp6 inh	LGR2 inh	SIRT5 block	FN deposit inh	Statin myotox sup	S100A4 MyoIIA
O=C(NC1CCN(c2ncccn2)CC1)c1ccccc1F	-2	-3	4	0	-4	-5	-1
CCN(CC(=O)Nc1c(F)cccc1F)C(=O)c1ccc(N2CCCC2=O)cc1	nt	1	-12	-4	-1	nt	1
O=C(OCCN1CCCCC1)c1ccccc1Cl	-3	1	nt	-3	-3	-6	-3
CCC(=O)c1cn(CC(=O)NCc2ccco2)c2ccccc12	29	nt	-28	nt	nt	2	nt
Cc1ccc2cn[nH]c2c1N	nt	2	10	-4	1	nt	1
CCN(CC)C(=O)C1=C(C)N(CCCN2CCCC2=O)C(=O)C(CC(=O)NC2CC2)C1 (configuration not stated)	-4	-4	10	0	6	1	-4
O=C(C[C@H]1CC[C@@H](NC(=O)c2cccnc2)[C@@H](CO)O1)NCc1ccncn1	-3	0	-3	-4	nt	-3	8
CC(/C=N/NC(=O)c1ccccc1C)=C\c1ccccc1	nt	-6	-42	2	-8	nt	-4
CC(=O)c1ccc(NC(=S)N2CCN(CCN3C(=O)c4cccc5cccc(c45)C3=O)CC2)cc1	nt	-2	-4	-6	-2	nt	-14
COc1ccc(C(=O)N2CCC(C(=O)O)CC2)cc1	-1	nt	5	nt	1	5	nt
COCCCNC(=O)C1CCCN(C(=O)Nc2ccc(OC)cc2)C1 (configuration not stated)	9	nt	nt	nt	9	18	nt
O=S(=O)(NCCC1=CCCCC1)c1ccccc1Cl	9	-1	0	-1	-2	-22	9
CC(NC(=S)Nc1cccc(C(F)(F)F)c1)C(C)(C)C (configuration not stated)	4	2	25	0	-4	-15	-1
CCc1c(-c2ccc(Cl)cc2)ncn1Cc1cccc(-c2ccccc2)c1	nt	-8	25	1	-1	nt	-1
Cc1ccc(-c2csc(NC(CO)c3nc4ccccc4n3CCOCCO)n2)cc1 (configuration not stated)	6	1	-19	nt	-7	30	-7
OCC1OC(n2nnc3ccccc32)C(O)C(O)C1O (configuration not stated)	-13	nt	nt	nt	-1	-6	nt
O=C(NC[C@H]1[C@H](c2ccccc2)[C@H](CO)N1CC1CCCC1)c1ccccc1	-2	-2	14	1	nt	20	-3
CCc1nnc(NC(=O)CCn2cnc3ccccc3c2=O)s1	nt	0	-1	0	-7	nt	7
C[C@H](CO)N1C[C@H](C)[C@H](CN(C)Cc2ccc(F)cc2)Oc2ncc(Br)cc2C1=O	-1	-1&10	12&-17	-2&0	-7&6	-2	-4&10
Cc1csc2nc(SCC(=O)Nc3ccccc3F)[nH]c(=O)c12	4	-2	8	3	-5	-4	-2
COCC#Cc1cnc2c(c1)C(=O)N([C@@H](C)CO)C[C@H](C)[C@H](CN(C)Cc1ccc3c(c1)OCO3)O2	8	-1	-4	2	-11	20	-78
O=C(NC1CCCC1)N[C@@H]1CC[C@@H](CC(=O)N2CCOCC2)O[C@@H]1CO	-4	-2&9	-12&-1	0	2	3	-7&0
O=C(COC(=O)c1ccc(O)cc1O)Nc1ncc(Cl)cc1Cl	nt	12	-6	-5	-2	nt	34
Cc1ccc(C2CC(c3cccs3)=NN2C(=O)c2ccco2)o1 (configuration not stated)	-5	6	nt	3	1	nt	-20
Nc1cc(C(=O)OCC(=O)N2CCC(Cc3ccccc3)CC2)ccc1Cl	0	0	-17	-1	-5	-1	-5
Cc1ccccc1OCC(O)CN1CCN(c2ccc(Cl)cc2)CC1 (configuration not stated)	-1	0	12	-2	-1	10	-1
COC(=O)CSc1snnc1-c1ccc(Cl)c(Cl)c1	-6	nt	nt	nt	0	-7	nt
O=C(C1CCN(Cc2nc(-c3ccc(Cl)cc3)no2)CC1)N1CCOCC1	2	-2	11	0	1	0	-3
Cc1ccc(S(=O)(=O)Nc2cccc3c2O[C@@H](CN(C)C(=O)NC2CCCCC2)[C@@H](C)CN([C@@H](C)CO)C3=O)cc1	-3	2	-2	0	nt	-16	17
C/C=C(/C)C(=O)O[C@@H]1c2c(ccc3ccc(=O)oc23)OC(C)(C)[C@@H]1OC(C)=O	7	9	-2	nt	-3	19	4
C/C=C/c1ccc([C@H]2[C@@H](CO)N[C@@H]2CNC(=O)C2CCC2)cc1	nt	-2	-9	0	nt	nt	8
O=C(O)c1cccc2c1C(=O)c1ccc(N3CCN(Cc4ccc5c(c4)OCO5)CC3)cc1S2(=O)=O	-7	17	23	4	20	1	-3
O=C(Nc1ccc(C(=O)N2CCN(c3ccncc3)CC2)cc1)c1ccc(Br)o1	nt	-80	-10	1	6	nt	-1
O=C(O)CCCC1(C(=O)O)CCCC1	nt	0	6	-7	-2	-1	-1
CCn1c(SCC(=O)O)nc2ccccc21	nt	0	-49	2	1	nt	-2
Fc1ccc(-c2nnn(Cc3ccc(F)cc3Cl)n2)cc1	22	-1	-57	-3	5	-2	-3
Cc1noc(NS(=O)(=O)c2ccc(NS(=O)(=O)c3ccc(C(C)(C)C)cc3)cc2)c1C	7	-3	-1	4	1	4	0
C[C@@H]1CN([C@H](C)CO)C(=O)c2cc(NC(=O)CCCN(C)C)ccc2O[C@@H]1CN(C)Cc1ccc(C(=O)O)cc1	0	2	9	0	nt	20	8
CCN(CC)C(=O)Cn1cc(C(=O)C(=O)Nc2ccc3c(c2)OCCO3)c2ccccc21	60*	-3	-30	-2	-3	-3	-8
O=C1N[C@@H](Cc2ccccc2)C(=O)N2[C@@H]1C[C@@]1(Br)c3ccccc3N(S(=O)(=O)c3ccccc3)[C@@H]21	7	0	-19	2	7	-5	-3
CC1CC2(C)Oc3ccccc3C3OCC1(CO)C(C)C32 (configuration not stated)	-6	-2	0	-2	nt	38	-2
COc1ccc(CN2C(=O)CSC2c2ccccn2)cc1 (configuration not stated)	3	5	-1	-2	0	1	-1
COc1cc(NC(=O)CCc2ccccc2)nc(OC)n1	28	nt	-30	nt	-1	-6	nt
O=C(NCc1cccnc1)c1ccccc1NC(=O)c1c(F)cccc1F	-7	3	-6	-2	nt	-2	-1
CCc1nnc(NC(=O)C2CCCN2S(=O)(=O)c2ccc(F)cc2)s1 (configuration not stated)	-2	nt	nt	nt	3	3	nt
CCCc1cc(=O)oc2cc(C)cc(OC(C)C(=O)NCC3CCC(C(=O)O)CC3)c12 (configuration not stated)	-2	-1	-15	nt	nt	-3	-1
CN1CCN(NC(=O)c2cc(-c3ccccn3)nc3ccccc23)CC1	nt	1	-9	1	1	nt	8
CCCNC(=O)[C@@H]1[C@@H](CO)[C@@H]2Cn3c(ccc(/C=C/c4ccccc4)c3=O)[C@H]1N2C(C)=O	2	1	30	-131	nt	5	-2
Cc1cc(SCc2ccccc2F)nc(=O)[nH]1	4	-3	-5	-2	11	-1	-7
COC(=O)c1cc(NC(=O)c2ccco2)ccc1N1CCOCC1	-2	0	6	2	8	-2	-2
Cc1c(C(=O)N2CCC(C)CC2)sc2ncn(CC(=O)N3CCC(C)CC3)c(=O)c12	3	-1	12	0	-1	-2	5
COc1ccc(C2N(S(=O)(=O)c3ccc(C)cc3)CCN2S(=O)(=O)c2ccc(C)cc2)cc1	-7	-1	7	-15	3	-8	4
COCCCNC(=O)CCN1N=C(c2ccccc2)CCC1=O	-8	0	-18	-4	0	-8	-3
O=C(O)c1ccc(/C=N/N2CCN(Cc3cccc4ccccc34)CC2)cc1	9	-1	6	13	-4	6	-4
CCOc1cc(NC(=S)NC)c(OCC)cc1NC(=O)c1ccco1	4	nt	-2	nt	0	-6	nt
C=CCNC(=O)c1ccc(C)cc1Cl	0	nt	nt	nt	0	4	nt
CCC(=O)N1[C@@H](CO)[C@H](c2ccccc2)C12CN(C(=O)c1cnccn1)C2	nt	2	-2	-2	nt	nt	7

Copied from the listing for reference:
SMILES	esBAF inh	Casp6 inh	LGR2 inh	SIRT5 block	FN deposit inh	Statin myotox sup	S100A4 MyoIIA
COCCCNC(=O)CCN1N=C(c2ccccc2)CCC1=O	-8	0	-18	-4	0	-8	-3
O=C(O)c1ccc(/C=N/N2CCN(Cc3cccc4ccccc34)CC2)cc1	9	-1	6	13	-4	6	-4
